# CBFb-RUNX1 inh: blocks binding between human CBF-beta and RUNX1 | Q01196+Q13951 | AlphaScreen CBFb-His/RUNX1-biotin binding, biochemical | Potency, µM (series often up to 59.8 µM), for inactives: top-dose activity, negative = inhibition, actives largely listed as inhibitors | 230,000 tested, under 10 active; note: % of control where 0% means no effect
# Target sequence (Q01196 whole entry, looked up): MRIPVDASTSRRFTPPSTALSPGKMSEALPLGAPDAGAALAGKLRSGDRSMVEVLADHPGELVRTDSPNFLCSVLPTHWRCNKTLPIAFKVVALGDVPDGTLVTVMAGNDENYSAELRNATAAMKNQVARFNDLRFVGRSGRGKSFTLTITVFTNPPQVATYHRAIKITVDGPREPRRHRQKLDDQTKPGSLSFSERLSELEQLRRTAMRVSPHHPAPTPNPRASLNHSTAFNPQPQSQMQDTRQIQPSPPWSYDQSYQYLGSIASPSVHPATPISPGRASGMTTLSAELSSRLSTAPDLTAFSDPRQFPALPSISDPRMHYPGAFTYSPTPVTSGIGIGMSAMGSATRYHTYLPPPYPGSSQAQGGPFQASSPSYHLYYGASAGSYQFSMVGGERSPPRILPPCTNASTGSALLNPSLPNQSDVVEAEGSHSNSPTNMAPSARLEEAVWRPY
# Target sequence (Q13951 whole entry, looked up): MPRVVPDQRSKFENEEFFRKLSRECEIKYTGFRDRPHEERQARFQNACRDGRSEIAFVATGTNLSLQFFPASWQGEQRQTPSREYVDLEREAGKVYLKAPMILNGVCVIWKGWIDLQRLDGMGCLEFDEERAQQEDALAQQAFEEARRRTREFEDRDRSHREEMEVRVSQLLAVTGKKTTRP
#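 Proteins preincubated together for 20 min at RT before compound addition; 15 min later, nickel and streptavidin beads were added and left 90 min prior to AlphaScreen measurement.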
# Epigenetic reg: epigenetic control regulation, reporter derepression; hit rate 0.2% among 280,000; Potency, µM (top dose mostly 53.9 µM), for inactives: at the top dose GFP activation, usual class: activators; murine LDR cells, GFP reporter derepression, 30 h; AID 1865; note: potency is the fitted concentration of half-maximal effect; % of control where 0% means no effect; nearly all actives have a fitted effect of over 60% in size
#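 In this reporter-derepression format, murine cells bearing a silenced integrated CMV-GFP locus incubate with test compound (30 h, 37 C), then are washed and imaged; fluorescent objects of 20–120 um count as induced cells.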
# NPSR antagonist: antagonists of human neuropeptide S receptor cAMP signaling; Potency, µM (top dose mostly 38.3 µM), for the others: top-dose activity change, negative = inhibition, actives largely listed as inhibitors; hit rate 1% among 220,000; Q6W5P4; CHO-NPSR cells, cAMP TR-FRET, antagonist mode; note: potency is the fitted concentration of half-maximal effect; % is set by controls: 0 for no effect and ±100 for the full control effect; nearly all actives have a fitted effect of over 50% in size; many of its hits are not listed in these tables
# Target sequence (Q6W5P4 whole entry, looked up): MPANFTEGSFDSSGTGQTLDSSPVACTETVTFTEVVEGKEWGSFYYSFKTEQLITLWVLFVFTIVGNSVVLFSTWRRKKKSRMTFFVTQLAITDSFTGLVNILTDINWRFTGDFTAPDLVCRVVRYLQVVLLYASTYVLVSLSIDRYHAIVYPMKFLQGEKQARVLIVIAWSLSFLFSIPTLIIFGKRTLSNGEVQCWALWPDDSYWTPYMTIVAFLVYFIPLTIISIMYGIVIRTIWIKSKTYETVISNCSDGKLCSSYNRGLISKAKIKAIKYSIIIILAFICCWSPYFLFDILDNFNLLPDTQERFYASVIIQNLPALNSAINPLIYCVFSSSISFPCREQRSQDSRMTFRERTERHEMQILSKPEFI
# KinaseGlo FLuc: counter-screen: inhibitors of Kinase-Glo firefly luciferase. Kinase-Glo luciferase, ATP luminescence, 8 min. Potency, µM (highest dose often 38.3 µM), inactives show at the highest dose activity change, negative = inhibition, most hits filed as inhibitors. hit rate 0.28% among 200,000; note: potency is the fitted concentration of half-maximal effect; % is set by controls: 0 for no effect and ±100 for the full control effect; nearly all actives have a fitted effect of over 60% in size
#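 Substrate mix (final 50 mM imidazole pH 7.2, 50 mM KCl, 7 mM MgCl2, 10 uM ATP, 0.01% Tween 20, 0.05% BSA) plus pin-tool compound, then Kinase-Glo detection mix; 8 min ambient, luminescence read.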
# IMPase Li inh: membrane-permeable IMPase blocker, potentiated with lithium; CHO-M1 cells, IP1 TR-FRET (IP-One), carbachol + lithium; Potency, µM (titrated, usually from 59.4 µM), for the others: at the top dose activity, negative = IMPase inhibition, actives largely listed as inhibitors; hit rate 0.35% among 210,000; AID 1457;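 note: IP1 builds up when IMPase is blocked and the TR-FRET signal falls; potency is the fitted concentration of half-maximal effect; plate controls were basal vehicle for no effect and high inhibitor control for full effect; nearly all actives have a fitted effect of over 50% in size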
#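 CHO cells stably expressing M1 receptor (2000/well, cultured 16–30 h) treated 30 min at 37C with compound plus low lithium. Cytosolic IP1 by TR-FRET (665/620 ratio and 620 channel) after 10 min lysis; AC50 by Hill fit.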
# Lamin A splicing: modulators of lamin A splicing; HeLa LMNA splicing GFP/RFP minigene ratio, 48 h; hit rate 0.01% among 200,000; AID 1487; Potency, µM (doses to about 46.1 µM), inactives show at the top dose ratio change, negative = inhibition, hits mostly inhibitors; active = well fitted inhibition curve with a large enough effect in the signal ratio, with a control signal flat, not every such curve was filed as active; inconclusive = small, poorly fitted or top-dose-only effect, or effect the other way, or a change in a side signal; the % refers to the signal ratio; note: potency is the fitted concentration of half-maximal effect; % is set by controls: 0 for no effect and ±100 for the full control effect
#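 S3 HeLa stable clones carrying a lamin A-EGFP splicing minigene plus DsRed2 were seeded at 600 cells/well in Opti-MEM with 2% FBS, pin-dosed and incubated 48 h at 37°C. Acumen cytometry (488 nm) gave the GFP/RFP total-intensity ratio.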
# HttQ103 aggreg: reduces HttQ103-GFP aggregates in PC12 cells; PC12 HttQ103-GFP aggregates, Acumen cytometry, 40 h; hit rate 1.1% among 220,000; Potency, µM (top dose mostly 46.1 µM), without a hit: at the highest dose activity change, negative = inhibition, actives largely listed as inhibitors; AID 1688; note: potency is the fitted concentration of half-maximal effect; % is set by controls: 0 for no effect and ±100 for the full control effect; nearly all actives have a fitted effect of over 60% in size
#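 PC12/HTTQ103-GFP, ecdysone-inducible; teb 100 nM; cpd qHTS titration; GFP aggregates read on laser cytometer, Ex 488/Em 500-530 nm.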
# An asterisk follows results filed as active; ? = inconclusive; · = no result given; & = joins results of further samples; [ ] = dose if it differs, or a comment. Unless noted, calls come from the whole dose curve; as a rule, active = well fitted curve in the direction sought with a large enough effect; inconclusive = small, poorly fitted or top-dose-only effect, or another doubt; inactive = no such curve, though single readings can be large; an effect the other way counts as inactive or inconclusive.
SMILES,CBFb-RUNX1 inh,Epigenetic reg,NPSR antagonist,KinaseGlo FLuc,IMPase Li inh,Lamin A splicing,HttQ103 aggreg
O=[N+]([O-])c1cccc(/C=N\N2CCN(Cc3ccccc3Cl)CC2)c1,-17%,0.0%,-19%[46.1 µM],1%,-1%,?,-3%
CN(CCc1ccccn1)C(=O)CC1C(=O)NCCN1Cc1ccccc1C(F)(F)F (configuration not stated),10%,1.8%,-14%,2%,3%,15%[46 µM],1%[9.22 µM]
Cc1cccc(C(=O)Nc2sc(C)c(-c3ccccc3)c2C#N)c1,15%,0.1%,-39%[46.1 µM],3%,10%[38.3 µM],?,22µM*
NNC(=O)CCS(=O)(=O)c1ccc2ccccc2c1,-5%,1.0%,16%,1%,0%,4%,?
CN(CCNC(=O)c1cn(C)c2ccc(S(=O)(=O)N3CCCC3)cc2c1=O)CCc1ccccc1,4%,3.4%,17%[46.1 µM],-2%,1%[38.3 µM],0%,14%
O=C(Cc1ccc(S(=O)(=O)N2CCCC2)s1)N1CCN(c2ccc(F)cc2)CC1,-9%,-1.5%,1%,1%,4%,-6%[9.22 µM],-21%
C=C(C)[C@H]1CC[C@]2(CO)CC[C@]3(C)[C@@H](CC[C@H]4[C@@]5(C)CC[C@@H](O)C(C)(C)[C@@H]5CC[C@@]43C)[C@H]12,-4%[21.7 µM],1.1%[16.9 µM],·,-2%[17.1 µM],-8%,?,·
CC1(C)CC(=O)c2cc(C(=O)NC3CCSC3=O)c(=O)n(-c3ccccc3)c2C1 (configuration not stated),6%,0.0%,-8%[46.1 µM],·,·,0%,10%
COc1cc(CCC(=O)OCc2nnc(-c3ccccc3)o2)cc(OC)c1OC,0%,-1.8%,-24%[46.1 µM],-4%,-14%[38.3 µM],13%,15%[9.22 µM]
COc1ccc(N2C(=O)C(CC(=O)O)S/C2=C\C(C)=O)cc1 (configuration not stated),0%,-0.3%,-4%[46.1 µM],1%,-6%[38.3 µM],5%,12%
c1coc(CNc2ncnc3c2oc2ccccc23)c1,-7%,0.0%,0%[46.1 µM],-3%,-5%[38.3 µM],?,?
c1ccc(CCN2CN=C(Nc3nc4ccccc4o3)NC2)cc1,-2%,-1.0%,-11%[46.1 µM],-4%,39%[activator][38.3 µM],-11%,-9%
CC(=O)Oc1cccc(N2C(=O)c3ccc(C(=O)Nc4c[nH]c(=O)[nH]c4=O)cc3C2=O)c1,8%,-1.3%,13%,-1%,3%,?,-4%
Cc1ccc2c(c1)cc(CN(Cc1ccco1)S(=O)(=O)c1ccccc1)c1nnnn12,1%,-1.5%,-16%[46.1 µM],-4%,-5%[38.3 µM],?,-1%
COCCN1C(=O)c2ccccc2C(C(=O)NCCN(C)C)C1c1ccc(F)cc1 (configuration not stated),4%,-3.6%,-18%[46.1 µM],·,·,-1%,1%
Cc1ccccc1CC1(CO)CCCN(Cc2c(C)nn(C)c2Cl)C1 (configuration not stated),2%,-1.1%,1%,2%,0%,·,-6%[9.22 µM]
Cc1ccc(NC(=O)N2CCCC2)cc1Cl,-20%,0.4%,44%,-4%,1%,·,?
CC12CC(c3ccccc3O1)N(C(=O)c1ccco1)C(=S)N2c1ccc(F)cc1 (configuration not stated),-17%,-1.8%,?,0%,-7%[38.3 µM],?,?
O=C(CSc1nnc(CNc2ccc(F)cc2)n1Cc1ccco1)N1CCOCC1,4%,2.1%,-2%[46.1 µM],·,·,-7%,-5%
O=C(O)c1cc(O)ccc1NC(=O)c1cccc2ccccc12,-10%,1.2%,-3%,·,·,·,1%[9.22 µM]
O=C(c1ccc(S(=O)(=O)N2CCc3ccccc3C2)cc1)N1CCCCC1,2%,-0.2%,-4%,0%,10%,-22%[46 µM],-9%[9.22 µM]
CC(Oc1ccccc1)C(=O)Nc1ccccc1F (configuration not stated),11%,3.1%,-5%[46.1 µM],-2%,15%[38.3 µM],11%,-11%
Cn1c(-c2ccccc2)nc2cnccc21,8%,-1.4%,21%,·,·,·,-9%[9.22 µM]
Cc1nn(C)c(C)c1CN(C)C(=O)CCCC(=O)O,24%,0.0%,2%[46.1 µM],-2%,-4%,-5%,-7%
Cc1ccc(SC(C)c2nc(-c3cccnc3)no2)cc1 (configuration not stated),29%,-0.8%,-8%[46.1 µM],-3%,18%[38.3 µM],25%,-10%

# Structures listed above that bear a hit mark in HttQ103 aggreg:
Molecule	CBFb-RUNX1 inh	Epigenetic reg	NPSR antagonist	IMPase Li inh	HttQ103 aggreg
Cc1cccc(C(=O)Nc2sc(C)c(-c3ccccc3)c2C#N)c1	15%	0.1%	-39%[46.1 µM]	10%[38.3 µM]	22µM*

# Six compounds from above, arranged by the number in HttQ103 aggreg, highest first.
Molecule	HttQ103 aggreg
COCCN1C(=O)c2ccccc2C(C(=O)NCCN(C)C)C1c1ccc(F)cc1 (configuration not stated)	1%
O=[N+]([O-])c1cccc(/C=N\N2CCN(Cc3ccccc3Cl)CC2)c1	-3%
O=C(CSc1nnc(CNc2ccc(F)cc2)n1Cc1ccco1)N1CCOCC1	-5%
Cc1nn(C)c(C)c1CN(C)C(=O)CCCC(=O)O	-7%
Cc1ccc(SC(C)c2nc(-c3cccnc3)no2)cc1 (configuration not stated)	-10%
CC(Oc1ccccc1)C(=O)Nc1ccccc1F (configuration not stated)	-11%

# Additional compounds:
SMILES,CBFb-RUNX1 inh,Epigenetic reg,NPSR antagonist,KinaseGlo FLuc,IMPase Li inh,Lamin A splicing,HttQ103 aggreg
COc1c(Br)cc(Br)cc1/C=N/NC(=O)c1ccncc1,1%,2.4%,15%,1%,0%,?,-7%[9.22 µM]
COc1ccc(N2C(=O)C(CN3CCCCC3)C2c2ccccc2)cc1 (configuration not stated),-1%,-0.8%[10.1 µM],1%,4%,18%,·,-2%[9.22 µM]
COC(=O)c1cc(Cl)c(NC(=O)/C=C/c2ccc(Cl)cc2Cl)cc1OC,-8%,-0.8%&-2.3%,6%[46.1 µM],0%,11%,-7%,-11%
FC(F)(F)c1ccccc1/C=N/Nc1ccccn1,-4%,-0.4%,-23%,-3%,9%,?,-2%
COc1cc2c(cc1OC)CN(C(=S)Nc1ccc(OC(F)F)cc1)CC2,-9%,3.1%,-7%,2%,13%,?,?
O=C(COc1cccc2cccnc12)NCc1cccs1,-16%,-0.3%,3%,-3%,2%,-4%[46 µM],-2%
Cn1c(SCC(=O)NCc2ccc3c(c2)OCO3)nnc1-c1c[nH]c2ccccc12,7%,-2.1%,0%[46.1 µM],-1%,12%[38.3 µM],-8%,13%
COc1cccc(CNC(=O)CN2C(=O)CSc3ccc(S(=O)(=O)N4CCCC4)cc32)c1,5%,8.4%&-2.4%,-5%,1%,-1%,11%[46 µM],4%
CCOC(=O)Cc1nnc(Nc2ccc(C)cc2C)c2ccccc12,6%,0.0%,0%,2%,4%,-1%,0%
CCOc1ccc(N(C(=O)c2cc3ccccc3oc2=O)C2C=CS(=O)(=O)C2)cc1 (configuration not stated),15%,-2.9%,-2%,0%,1%,·,17%
[O-]/C(=C(\C(=S)NCc1ccccc1)[n+]1ccccc1)c1ccc(Cl)cc1,-16%,1.7%,-14%,2%,7%,-8%[46 µM],1%
CC1(C)CC(=O)CC(=Nc2ccc3[nH]c(=O)[nH]c3c2)C1,-9%,-3.1%,-11%[46.1 µM],11%,-6%[38.3 µM],2%,1%
CCCNC(=O)CN(C)S(=O)(=O)c1c(C)cc(C)cc1C,7%,-1.2%,-3%[46.1 µM],7%,14%,-3%,-7%
C1=C(N2CCOCC2)/C(=C/c2nc3ccccc3[nH]2)CC1,-23%,1.9%,-1%[46.1 µM],-3%,9%[38.3 µM],0%,19%
Cn1c(=O)cc(OCC(=O)NCCCN2CCN(c3ccccc3F)CC2)c2ccccc21,-4%,0.3%,-9%[46.1 µM],15%,11%[38.3 µM],-1%,30%
Cc1nn(Cc2ccccc2Cl)c(C)c1C(=O)NC1=NCCS1,3%,1.6%,-2%[46.1 µM],-2%,-12%[38.3 µM],8%,3%
CCOC(=O)c1sc(NC(=O)CCN2C(=O)c3ccccc3C2=O)c(C(=O)OCC)c1C,-19%,-1.5%,-11%,-4%,-4%,-9%,-4%
CSc1cccc(NC(=S)N2CCC(N(C)C3CCCCCC3)CC2)c1,-5%,1.1%,-16%,-2%,10%,·,-18%
CC(C)(O)C#Cc1ccc(CN2CCCC(CO)(Cc3cccc(Cl)c3)C2)cc1 (configuration not stated),6%,5.2%,-34%,3%,27%,-19%[46 µM],3%[9.22 µM]
O=C(O)c1cc(S(=O)(=O)NCC2CCCO2)ccc1Cl (configuration not stated),-3%,0.0%,-5%[46.1 µM],-5%,-3%[38.3 µM],-2%,5%
CN(C)c1ccc(C(=O)c2ccc(O)cc2O)cc1,-25%,-1.2%,-6%[46.1 µM],-3%,6%,-8%,-16%
CS(=O)(=O)NNC(=O)c1sccc1OCc1ncc(C(F)(F)F)cc1Cl,8%,1.1%,24%,·,·,?,-20%[9.22 µM]
COc1cccc(-c2cc3nc(-c4ccccc4)cc(N4CCCC(O)C4)n3n2)c1 (configuration not stated),?,0.0%,?,2%,-2%,?,6%[9.22 µM]
Cc1ccc(-c2[nH]ncc2/C=N/n2c(COc3ccccc3C)nc3ccccc3c2=O)cc1,-15%,3.6%,-8%,-4%,14%,?,-3%
Cc1ccccc1/C=N/NC(=O)CSc1nc2ccccc2o1,-7%,0.0%,-4%,-5%,10%,1%,4%

# (more compounds)
SMILES,CBFb-RUNX1 inh,Epigenetic reg,NPSR antagonist,KinaseGlo FLuc,IMPase Li inh,Lamin A splicing,HttQ103 aggreg
O=C(NCC(c1cccs1)N1CCOCC1)c1ccc(Br)o1 (configuration not stated),4%,0.0%,-1%[46.1 µM],3%,-3%[38.3 µM],?,18%
COc1cc(C(=O)OCC(C)=O)ccc1OCc1c(C)noc1C,2%,-3.4%,-7%,2%,11%,?,-5%
O=C(C1CC1)N1CCc2cc(Br)cc(S(=O)(=O)NCc3ccccn3)c21,8%,3.4%,-21%[46.1 µM],5%,23%[38.3 µM],-3%,3%
CCCOc1ccc(-c2nn(-c3ccccc3)cc2/C=C2\SC(N)=NC2=O)cc1,0%,?,4µM*,-1%,?,-13%,2%
Cc1cc(Cl)ccc1NC(=O)CCCN1C(=O)CCC1=O,1%,-0.5%,3%[46.1 µM],-5%,-8%[38.3 µM],6%,11%
Cc1ccc(C)n1-c1nn(S(=O)(=O)c2ccccc2)c2cccc(F)c12,1%,-1.2%,-28%,·,·,·,-7%[9.22 µM]

# The list is partial; rates above refer to the full screens.
